APP 5'UTR act: activates APP 5'UTR luciferase reporter; SH-SY5Y APP 5'UTR luciferase reporter, luminescence; zero percent = DMSO vehicle wells; 190,000 compounds, 1% hits; activation, % at 2 µM; AID 1276;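 active = activation above a set limit, based on mean plus 3 SD of controls, cut at about 140% in these data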; also: values of inactives mirror those of a sister screen read the other way
PMI activator: phosphomannose isomerase (human) activation | purified human PMI, coupled resazurin fluorescence, 20 min; hits give high values; 1 = vehicle control, 0 substrate-free wells | activation factor at 20 µM | 190,000 compounds, 0.005% hits | AID 1214;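 active = activation factor of 2 or more at 20 µM, relative to plate controls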
FLuc inhib CS: inhibits firefly luciferase, flagging false hits in luciferase inhibition screens; P08659; ATPLite firefly luciferase biochemical luminescence, 10 min; inhibition, % at 10 µM; 200,000 compounds, 1.5% hits; AID 1006;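 active = inhibition above about 50% when tested at 10 µM, limit read from the data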
Target sequence (P08659 whole entry, looked up): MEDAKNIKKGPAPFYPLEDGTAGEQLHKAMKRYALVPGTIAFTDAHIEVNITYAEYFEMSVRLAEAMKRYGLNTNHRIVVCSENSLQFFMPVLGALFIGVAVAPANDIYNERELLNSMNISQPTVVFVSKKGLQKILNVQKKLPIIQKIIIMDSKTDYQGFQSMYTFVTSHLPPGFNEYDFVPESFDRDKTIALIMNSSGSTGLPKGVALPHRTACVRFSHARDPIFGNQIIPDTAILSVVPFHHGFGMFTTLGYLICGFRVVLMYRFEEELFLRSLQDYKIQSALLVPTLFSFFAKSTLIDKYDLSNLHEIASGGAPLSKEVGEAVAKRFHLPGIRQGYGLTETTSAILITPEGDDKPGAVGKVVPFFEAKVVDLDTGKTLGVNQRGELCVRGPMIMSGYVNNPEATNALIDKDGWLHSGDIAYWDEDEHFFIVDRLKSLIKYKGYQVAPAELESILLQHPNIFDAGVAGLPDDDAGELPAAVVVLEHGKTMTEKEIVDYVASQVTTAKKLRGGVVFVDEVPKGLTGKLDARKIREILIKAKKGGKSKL
TNAP act hi DEA: increases human TNAP activity under high phosphate acceptor concentration; P05186; purified TNAP, CDP-star luminescence, 1 M DEA, 30 min; hits give high values; 0 = EDTA background, 1 = DMSO-only activity; activation factor at 20 µM; 200,000 tested, under 10 active;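 active = activation factor at least 2 at 20 µM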
Target sequence (P05186 whole entry, looked up): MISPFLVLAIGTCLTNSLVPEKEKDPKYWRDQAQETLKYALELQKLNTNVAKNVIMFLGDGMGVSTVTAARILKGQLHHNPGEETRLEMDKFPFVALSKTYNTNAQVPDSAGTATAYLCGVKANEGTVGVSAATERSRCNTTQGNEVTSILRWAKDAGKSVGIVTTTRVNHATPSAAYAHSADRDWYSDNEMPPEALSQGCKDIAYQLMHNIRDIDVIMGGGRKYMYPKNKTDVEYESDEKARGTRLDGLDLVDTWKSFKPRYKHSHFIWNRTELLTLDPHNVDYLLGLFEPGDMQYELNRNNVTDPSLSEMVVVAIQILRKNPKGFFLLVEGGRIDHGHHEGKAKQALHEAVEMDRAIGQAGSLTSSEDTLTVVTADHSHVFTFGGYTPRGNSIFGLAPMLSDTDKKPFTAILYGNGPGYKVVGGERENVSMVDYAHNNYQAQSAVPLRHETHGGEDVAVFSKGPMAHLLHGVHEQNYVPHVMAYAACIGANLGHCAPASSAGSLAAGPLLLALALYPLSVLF
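Measured by: Luminescent substrate turnover signal | Test system: Human TNAP | Input: TNAP 1/800 final | Dosing: 20 µM single point | Schedule: 30 min, room temperature | Controls: EDTA wells as negative control, DMSO wells as positive control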
TNAP inh noacc: TNAP (human) inhibition, acceptor-free conditions. AID 1012. purified TNAP, CDP-star luminescence, 30 min. inhibition, % at 20 µM. 200,000 compounds, 0.26% hits. P05186;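 active = tissue-nonspecific alkaline phosphatase inhibition above about 50% at 20 µM in the single-dose screen, limit read from the data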;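 also: 0% = DMSO negative control and 100% = EDTA positive control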
NF-kB neuron act: NF-kB expression increase, human neuronal cells. NF-kB reporter expression; hits give high values. fold change at 12.5 µM. AID 1239. 190,000 compounds, 1.6% hits; in the data active = fold change above about 3.3
bIAP act: intestinal alkaline phosphatase (bovine) activation | 200,000 compounds, 0.17% hits | purified bovine IAP, CDP-star luminescence, 30 min; hits give high values; fold of DMSO-control signal, blank-subtracted | activation factor at 20 µM;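 active = activation factor of 2 or more at 20 µM, a signal rise over negative controls twice the positive control's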
FLuc stim CS: firefly luciferase counter-screen for stimulation assays; activation factor at 10 µM; 200,000 tested, under 10 active; ATPlite luciferase biochemical, luminescence, 10 min; 0 = ATP-free wells, 1 = DMSO control;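 active = luciferase activation factor, scaled between plate controls, of at least 2 with compound at 10 µM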
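Assay system: Luciferase/luciferin reagent mix; Medium: PBS as buffer for the ATP substrate; Dosing: test compounds dosed from 2 mM stocks in 100% DMSO; Times: 10 min, room temperature; Signal: luminescence from luciferase reaction; Read-out: luciferase activation; Controls: No-ATP low control, compound-free enzyme-plus-ATP high control.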
TNAP inh hi DEA: inhibitors of human TNAP at high phosphate acceptor concentration | P05186 | inhibition, % at 20 µM | 200,000 compounds, 0.03% hits | purified TNAP, CDP-star luminescence, 1 M DEA;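 active = over 50% inhibition of tissue-nonspecific alkaline phosphatase at 20 µM in the single-dose screen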;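 also: plate controls were DMSO wells for no effect and EDTA-quenched wells as full inhibition for full effect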
PMI act hi M6P: increases human PMI activity with near-saturating mannose 6-phosphate | P34949 | coupled PMI enzyme assay, resazurin fluorescence, 20 min; hits give high values; 1 = untreated enzyme, 0 = substrate-free blank | activation factor at 20 µM | 190,000 compounds, 0.34% hits | AID 1216;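 active = activation factor of 2 or more at 20 µM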
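test system = human PMI in coupled enzyme assay | medium = HEPES-buffered pH 7.4 with magnesium and detergent | also added = 1.0 mM mannose-6-phosphate substrate with 0.22 mM NADP+ | compound = 20 µM single dose | times = 20 min incubation at room temperature | measured by = resorufin fluorescence (Ex 544/Em 590 nm) from resazurin via diaphorase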
Starred values were filed as active, the others as inactive; . = not tested or not shown.

SMILES	APP 5'UTR act	PMI activator	FLuc inhib CS	TNAP act hi DEA	TNAP inh noacc	NF-kB neuron act	bIAP act	FLuc stim CS	TNAP inh hi DEA	PMI act hi M6P
CC(=O)OCCCNc1cc(SCc2ccco2)c2nonc2c1[N+](=O)[O-]	1	0.6	-2	0.8	-8	0.21	0.9	1	15	0.6
Cc1ccc(-n2c(CSc3nc(C)cc(C)n3)nnc2SCC(=O)NCc2ccco2)cc1	-15	1.1	-6	1.1	-1	1.2	1.1	1.1	-8	1.1
COc1ccc(-c2nsc3c(N4CCCCC4)ncnc23)cc1	98	0.8	89*	1	-8	0.66	1.1	0.1	-3	0.8
CC(C(=O)N1CCCCC1)n1sc2ccccc2c1=O (configuration not stated)	8	1	4	1	-12	2	1	1	-1	1.1
COCCn1c(CCc2ccccc2)n[nH]c1=S	9	1	-2	1	14	1.4	0.7	1	-4	1
CSc1nc2ccsc2c(=O)n1-c1cccnc1	13	1	-1	1	-4	1.1	1.1	1	0	1
CCCS(=O)(=O)N1CCCC(C(=O)c2cccc(Cl)c2)C1 (configuration not stated)	27	1	-2	1	-8	0.96	1	1	-2	1
CCN(CC)C(=O)c1sc(NC(=O)c2ccncc2)c(C(=O)OC)c1C	18	1	-4	1	-6	0.93	1.2	1	-4	1.1
O/C(=C\Sc1nnc(Cc2ccccc2)o1)c1ccc(F)cc1	0	1.1	-3	1	-14	1.3	0.9	1	-2	1.1
O=C(C(Cc1ccccc1)n1cccc1)N1CCN(c2cccc(Cl)c2)CC1 (configuration not stated)	-15	1	-4	1	-10	0.76	0.8	1	-5	1
N#Cc1nc(Cc2cccc3ccccc23)oc1NCc1ccc2c(c1)OCO2	19	0.8	-2	1	-16	0.82	0.7	1	-4	0.8
Cc1c(C(=O)NCCc2ccc3c(c2)OCCO3)oc2ccccc12	-1	0.9	5	1	-12	0.97	0.9	0.9	-4	0.9
COc1ccc(OC)c(/C=C/c2c([N+](=O)[O-])c(=O)n(C)c(=O)n2C)c1	28	1.1	-6	1	-8	1.4	1	1.1	-1	1
COc1ccc(CCNC2CC(=O)N(CCc3ccc(OC)c(OC)c3)C2=O)cc1OC (configuration not stated)	-4	1	-4	1.1	-9	0.96	1.1	1	-5	1
S=C(c1ccc(Br)cc1)N1CCN(Cc2ccccc2)CC1	6	1	1	0.9	0	0.94	0.9	1	7	1.1
CCOC(=O)c1ccc(NC(=O)NCc2ccn(CC)n2)cc1	14	1.1	10	1	-15	1.3	0.5	0.9	-3	1.1
O=C(CSc1ccc2nnc(-c3ccccn3)n2n1)Nc1nccs1	-1	1.1	-9	1.1	-13	1.1	1	1.1	-7	1
COc1ccc(CN2CCCCC2C)c(C)c1C (configuration not stated)	1	0.9	-1	1	-6	1.1	1	1	-2	1
Cc1ccc(C(=O)N2CC3(C)CN(C(=O)c4ccc(C)cc4)CC(C)(C2)C3=O)cc1	12	0.8	-2	1.1	-23	1.2	1	1	-6	0.9
COc1cccc(CNC(=O)CNC(=S)N(Cc2ccccc2)Cc2ccccc2F)c1	6	1	-4	1.1	-24	1	1.1	1	-10	1
OC(COc1ccc(Br)cc1)CN1CCOCC1 (configuration not stated)	10	1	-4	1	-9	1.1	1	1	-2	1
CCn1c(SCC(=O)N/N=C/c2ccc(C)s2)nc2ccccc21	-5	0.9	-3	1	2	1.5	1	1	-2	0.9
CCC(C)(C)n1nnnc1C(CC(C)C)N1CCC(C(N)=O)CC1 (configuration not stated)	5	1.1	-8	1	6	1	1	1.1	1	1.1
CCCn1c(N)c(N(CCOC)C(=O)/C=C/c2ccc(C(=O)OC)cc2)c(=O)[nH]c1=O	9	1	-4	1	-2	1.3	1.1	1	-3	1
CCN1CCN(CC(=O)Nc2cc(C)c(C)cc2[N+](=O)[O-])CC1	16	1.1	-4	1	0	1.3	1.5	1	-2	1.1

An excerpt of these results, bar-delimited:
mol | APP 5'UTR act | PMI activator | FLuc inhib CS | TNAP act hi DEA | TNAP inh noacc | NF-kB neuron act | bIAP act | FLuc stim CS | TNAP inh hi DEA | PMI act hi M6P
CC(=O)OCCCNc1cc(SCc2ccco2)c2nonc2c1[N+](=O)[O-] | 1 | 0.6 | -2 | 0.8 | -8 | 0.21 | 0.9 | 1 | 15 | 0.6
Cc1ccc(-n2c(CSc3nc(C)cc(C)n3)nnc2SCC(=O)NCc2ccco2)cc1 | -15 | 1.1 | -6 | 1.1 | -1 | 1.2 | 1.1 | 1.1 | -8 | 1.1
COc1ccc(-c2nsc3c(N4CCCCC4)ncnc23)cc1 | 98 | 0.8 | 89* | 1 | -8 | 0.66 | 1.1 | 0.1 | -3 | 0.8
CC(C(=O)N1CCCCC1)n1sc2ccccc2c1=O (configuration not stated) | 8 | 1 | 4 | 1 | -12 | 2 | 1 | 1 | -1 | 1.1
COCCn1c(CCc2ccccc2)n[nH]c1=S | 9 | 1 | -2 | 1 | 14 | 1.4 | 0.7 | 1 | -4 | 1
CSc1nc2ccsc2c(=O)n1-c1cccnc1 | 13 | 1 | -1 | 1 | -4 | 1.1 | 1.1 | 1 | 0 | 1
CCCS(=O)(=O)N1CCCC(C(=O)c2cccc(Cl)c2)C1 (configuration not stated) | 27 | 1 | -2 | 1 | -8 | 0.96 | 1 | 1 | -2 | 1
CCN(CC)C(=O)c1sc(NC(=O)c2ccncc2)c(C(=O)OC)c1C | 18 | 1 | -4 | 1 | -6 | 0.93 | 1.2 | 1 | -4 | 1.1
O/C(=C\Sc1nnc(Cc2ccccc2)o1)c1ccc(F)cc1 | 0 | 1.1 | -3 | 1 | -14 | 1.3 | 0.9 | 1 | -2 | 1.1

Other compounds
SMILES	APP 5'UTR act	PMI activator	FLuc inhib CS	TNAP act hi DEA	TNAP inh noacc	NF-kB neuron act	bIAP act	FLuc stim CS	TNAP inh hi DEA	PMI act hi M6P
N/C(=N\OC(=O)CCN1C(=O)c2ccccc2C1=O)c1ccccn1	2	1	4	1	-5	0.97	1	1	-2	0.9
O=C(CCCCCNc1nc(=S)[nH]c2ccccc12)NCCc1ccccc1	.	0.9	-10	1	-34	0.94	1.1	1.1	0	1
Fc1ccc(CSc2nnc(-c3cccnc3)n2Cc2ccco2)cc1	-11	1.1	-9	1.1	2	1.1	1	1.1	-5	1
O=C(Nc1c(F)cc(F)cc1Br)c1cc(S(=O)(=O)N2CCN(c3ccccn3)CC2)ccc1F	19	1.1	-4	1	-13	0.97	1.1	1	-4	1
N#CCCN(Cc1cccnc1)C(=S)NC(=O)c1ccco1	0	1	0	1	-7	1.2	1.5	1	-2	1
Cc1ccc(CNc2ccc(N3CCOCC3)c(C(=O)O)c2)s1	-17	0.9	-8	1.1	-17	1.6	0.9	1.1	-7	0.9
CCSc1n[nH]c(=O)[nH]c1=O	1	0.9	-4	1	-11	1.1	0.9	1	-4	0.9
CCCCN1C(=O)CC(N2CCOCC2)C1=O (configuration not stated)	14	1.1	-7	1.1	-5	1.2	1	1.1	-11	1.1
O=C(CN1C(=O)CSCC1=O)Nc1ccc2c(c1)OCO2	21	0.9	1	1	-7	1.3	0.7	1	0	1
O=C(NCCNC(=O)c1ccc([N+](=O)[O-])cc1)c1ccncc1	0	0.9	2	1	-12	0.96	1	1	1	1
CCC(=O)Nc1ccccc1C(=O)N1CCCC1	0	0.9	-1	1	-10	1.1	0.9	1	-3	0.9
CCOC(=O)CNC(=O)CSc1nc(C)cc(C)c1C#N	-3	1.1	0	1	-12	1.2	0.9	1	-2	1.1
COC(=O)c1nc(-n2nc(C)cc2C)ccc1Cl	1	0.9	-4	1	-2	1.1	1	1	0	1
O=C(Nc1nn[nH]n1)c1cccc([N+](=O)[O-])c1	20	1	-7	1.1	-18	1.1	1.2	1.1	-7	1
CC(C)(C)C(=O)NC(C(N)=O)=C(Cl)Cl	10	1	-4	1	-7	1.3	0.9	1	3	1
CCOc1ccc(N=C2NC(=O)S/C2=C\c2ccc(Cl)cc2)cc1	0	1.1	-7	1	-2	1.1	0.7	1.1	0	1
O=C(CCC1CCCN(C(=O)c2ccc3c(c2)OCO3)C1)NCc1ccc(F)c(F)c1 (configuration not stated)	9	1.1	5	1	-4	1.9	1	0.9	0	1.1
CC(C)(C)NC(=O)COc1ccc(CNCc2cccs2)cc1	-14	1.1	-2	1.1	-12	1	0.9	1	-5	1.1
CCn1c(-c2ccco2)nc2ccccc21	13	1	23	1	-11	1.1	1	0.8	-4	1
O=C1NCC2=C1C(c1ccccc1)Nc1ccccc1N2 (configuration not stated)	8	1.2	-2	1	-8	1.7	0.9	1	2	1.4
Cc1ccc(-n2nnnc2/C=C\Nc2cc(C)on2)cc1	-16	0.9	-6	1	-14	1	0.9	1.1	1	1.1
CCOc1ccc(N2C(=O)CC(NCCc3ccncc3)C2=O)cc1 (configuration not stated)	14	0.9	1	1.1	-14	1.1	1	1	-6	1
CN(CC#CCC(c1ccccc1)c1ccccc1)C(C)(C)C	7	0.9	-6	1.1	-11	1	1	1.1	-6	0.9
CCN1CCN(CC(=O)N2N=C(c3cccs3)CC2c2ccc(C)cc2)C(=O)C1=O (configuration not stated)	0	1	1	1	-12	1.3	1	1	-4	1
Cc1ccc(S(=O)(=O)NCc2ccco2)cc1C(N)=O	-5	1	3	1	-5	1.2	1.1	1	3	1
Carrying on.
SMILES	APP 5'UTR act	PMI activator	FLuc inhib CS	TNAP act hi DEA	TNAP inh noacc	NF-kB neuron act	bIAP act	FLuc stim CS	TNAP inh hi DEA	PMI act hi M6P
CCn1ccnc1C(O)c1ccc(N(C)C)cc1 (configuration not stated)	23	1	-6	1.1	-12	1.1	0.9	1.1	-8	1
N#CC1=C(N)N(c2ccccc2)C2=C(C(=O)CCC2)C1c1cccs1 (configuration not stated)	-5	0.8	-10	1	-14	1	0.8	1.1	-1	0.8
O=C(Cn1c(CSc2ccccc2)nc2ccccc21)Nc1ccccc1	14	0.9	-5	1.1	-25	1.1	1.1	1.1	-8	1
COc1ccc(-c2ccn(-c3cccc(F)n3)n2)cc1	138*	1.4	2	1	2	0.87	1.1	1	0	1.1
O=C(CS(=O)(=O)c1cn(Cc2ccc(F)cc2)c2ccccc12)N1CCCCC1	5	0.9	-4	1	4	1.1	1.4	1	2	0.9
O=C(CCCn1c(=O)c2sccc2n(CC(=O)OCc2ccccc2)c1=O)NCc1ccco1	-3	1	0	1	-11	1.2	1	1	-3	1.1
CCCC(=O)Nc1nnc(-c2cccc(OCC)c2)s1	19	1	-5	1.1	-17	1.4	1	1.1	-8	1
CCOC(=O)c1oc2ccc(S(=O)(=O)n3nc(-c4ccc(OC)cc4)cc3N)cc2c1C	11	0.9	-7	1.1	2	1.5	1	1.1	-7	0.9
COc1ccc(-c2cc(C(F)(F)F)nc(SCC(=O)N3CC(C)OC(C)C3)n2)cc1OC (configuration not stated)	-11	0.9	-6	1	-8	0.85	1	1.1	-2	0.9
CCC(=O)Nc1ccc(C(=O)NNC(=O)c2cc([N+](=O)[O-])cc([N+](=O)[O-])c2)cc1	-1	0.9	-5	1.1	-5	1	1	1	-5	0.9

Bioassay records from PubChem BioAssay.
